# Source: PubChem (several laboratories)
# Cardiac RTF inh: cardiac RTF calcium sensitivity inhibitors, primary screen, biochemical, IANBD-TnC fluorescence, EC70 calcium; Troponin I, cardiac muscle (Homo sapiens) + Troponin T, cardiac muscle (Homo sapiens) + …; AID 493244, 2011; inhibition, % at 7.15 µM; IANBD-labeled cardiac RTF, Ca2+ fluorescence; actives 0.12% (n = 340,000);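 active = inhibition above the mean inhibition of all tested compounds plus 3 SD, cut at about 17% in these data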;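 also: assay run at fixed EC70 calcium of 1.6 mM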
# LANA DNA inh: inhibitors of KSHV C-LANA binding to DNA, primary screen, biochemical, fluorescence polarization, FAM-LBS DNA, MBP-C-LANA, single point. Kaposi's sarcoma herpesvirus LANA C-terminal domain (residues 932-1162) DNA binding. inhibition, % at 9 µM. AID 504423, 2011. actives 0.078% (n = 340,000);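 active = highest replicate inhibition at or above 60% at 9 µM, even if other replicates fall short; inactive = all replicates below 60% inhibition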;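 also: 0% = neutral control wells and 100% = 4 µM acridine orange control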
# NSD2 inh: NSD2 histone methyltransferase inhibitors, primary screen, biochemical, AlphaScreen, single concentration, set 2; NSD2 peptide methylation, 120 min; inhibition, % at 12.5 µM; actives 0.54% (n = 310,000); Histone-lysine N-methyltransferase NSD2 (Homo sapiens), O96028; in the data active = inhibition above about 50%
# DAGLB inh: DAGLB lipase inhibitors, primary screen, biochemical, fluorescence, HTS; Diacylglycerol lipase-beta (Homo sapiens), Q8NCG7; HEK293T DAGLB membrane lysate, EnzChek fluorogenic substrate; inhibition, % at 5.17 µM; actives 0.059% (n = 340,000); AID 504411, 2011; in the data active = inhibition above about 34%;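 also: 0% = enzyme with vehicle and 100% = wells lacking enzyme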
# Target sequence (Q8NCG7 whole entry, looked up): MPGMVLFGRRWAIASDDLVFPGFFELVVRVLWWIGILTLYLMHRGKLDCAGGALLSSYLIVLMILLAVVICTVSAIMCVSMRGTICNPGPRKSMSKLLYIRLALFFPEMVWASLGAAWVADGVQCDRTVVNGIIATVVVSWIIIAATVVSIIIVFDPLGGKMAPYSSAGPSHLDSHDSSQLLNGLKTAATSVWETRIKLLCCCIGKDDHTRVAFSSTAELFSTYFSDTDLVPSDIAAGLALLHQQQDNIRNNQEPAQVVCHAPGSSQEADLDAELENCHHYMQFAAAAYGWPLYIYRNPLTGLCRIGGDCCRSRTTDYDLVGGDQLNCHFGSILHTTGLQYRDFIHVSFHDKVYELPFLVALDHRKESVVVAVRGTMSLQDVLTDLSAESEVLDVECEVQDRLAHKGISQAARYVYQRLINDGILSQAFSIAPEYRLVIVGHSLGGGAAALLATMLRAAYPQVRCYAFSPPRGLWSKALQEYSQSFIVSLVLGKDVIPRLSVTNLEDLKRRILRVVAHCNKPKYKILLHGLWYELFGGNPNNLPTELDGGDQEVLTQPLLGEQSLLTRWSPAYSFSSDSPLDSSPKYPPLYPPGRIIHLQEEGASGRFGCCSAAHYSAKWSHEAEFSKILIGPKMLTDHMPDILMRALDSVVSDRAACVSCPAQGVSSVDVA
# Arr AP2 block: inhibitors of beta-arrestin/AP2 binding, primary screen, biochemical, GPCR trafficking, flow cytometry; inhibition, % at 10 µM; FITC-arrestin peptide / GST-AP2 beads; AP2 beta2 appendage carries R879A mutation; actives 0.31% (n = 340,000);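 active = inhibition above a set limit, near 3 SD of compounds lacking own fluorescence, cut at about 54% in these data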;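 also: plate controls were DMSO wells for no effect and 5 µM unlabelled arrestin peptide for full effect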
#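 test system = AP2 appendage R879A on GSH beads | buffer or medium = PBS plus Tween 20 (0.05%) and BSA (0.1%) | incubation = 12 min plus 1 h, RT | detection = bead flow cytometry, FITC channel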
# Keap1 Nrf2 FP: Keap1-Nrf2 protein-protein interaction inhibitors, primary screen, biochemical, fluorescence polarization, single point; Keap1 Kelch-Nrf2 peptide fluorescence polarization, 1536-well; inhibition, % at 9.4 µM; actives 0.15% (n = 340,000); Kelch-like ECH-associated protein 1 (Homo sapiens), Q14145; in the data active = inhibition above about 12%;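 also: human Keap1 Kelch domain with fluorescein labeled Nrf2 9mer peptide probe; 0% = neutral control wells and 100% = peptide positive control; higher means more block of Keap1 binding to Nrf2 peptide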
# SR-BI HDL uptake: inhibitors of SR-BI mediated HDL lipid uptake, primary screen, ldlA[mSR-BI] cells, fluorescence, single point; AID 488896, 2010; actives 0.96% (n = 320,000); inhibition, % at 12.5 µM; ldlA[mSR-BI] CHO cells, DiI-HDL uptake fluorescence, 3 h; Scavenger receptor class B member 1 (Mus musculus), Q61009;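 active = mean replicate inhibition of at least 70% and a set share of replicates each scoring 70 or more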;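 also: 0% = median of neutral control wells and 100% = median of positive control wells; values of inactives mirror those of a sister screen read the other way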
# PKA-R2B act: activators of PKA-R2B holoenzyme, primary screen, biochemical, fluorescence polarization, Cy5-IP20, human; activation, % at 11.4 µM; actives 0.079% (n = 340,000); AID 504700, 2011; PKA-R2B holoenzyme dissociation; R2B truncated from residue 108, S112A mutant; 0% DMSO only, 100% 113 µM cGMP; cAMP-dependent protein kinase catalytic subunit beta (Homo sapiens) + cAMP-dependent …;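 active = activation above a cutoff set at the mean over all compounds plus 3 SD, cut at about 18% in these data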;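 also: higher means more holoenzyme dissociation and a rise in polarization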
# Target sequence (P31323 whole entry, looked up, other chains not shown, the tested form may be a part): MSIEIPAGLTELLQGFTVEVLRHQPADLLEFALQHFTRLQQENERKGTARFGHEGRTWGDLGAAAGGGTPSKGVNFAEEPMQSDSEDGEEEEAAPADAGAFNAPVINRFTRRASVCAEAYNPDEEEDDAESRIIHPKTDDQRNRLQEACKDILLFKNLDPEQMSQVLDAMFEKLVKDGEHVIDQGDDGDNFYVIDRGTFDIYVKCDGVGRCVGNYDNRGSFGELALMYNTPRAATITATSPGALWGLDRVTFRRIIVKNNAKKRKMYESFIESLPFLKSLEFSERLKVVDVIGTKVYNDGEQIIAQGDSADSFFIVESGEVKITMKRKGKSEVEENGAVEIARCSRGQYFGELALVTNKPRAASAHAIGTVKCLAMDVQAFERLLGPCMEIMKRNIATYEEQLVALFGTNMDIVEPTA
# SR-BI DiI-HDL act: activators of SR-BI mediated DiI-HDL uptake, primary screen, ldlA[mSR-BI] CHO cells, DiI fluorescence. 3 h; 100 = double the neutral-control signal. activation, % at 12.5 µM. actives 0.096% (n = 320,000). AID 504775, 2011;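 active = mean replicate activation of at least 60% and every replicate at or above 60%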;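 also: 0% = median plate neutral-control signal and 100% = twice that signal; values of inactives mirror those of a sister screen read the other way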
#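 material = CHO ldlA[mSR-BI] cells | medium = Ham's F12 with 0.5% BSA, HEPES 25 mM, pH 7.4 | reagent = fluorescent DiI-HDL, 10 µg/mL final | compound dosing = single-point compound dose | incubation = 3 h, 37 °C | measured by = bottom-read fluorescence, 550/595 nm | measure = HDL uptake via cellular fluorescence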
# PvdQ acylase: P. aeruginosa PvdQ acylase inhibitors, primary screen, biochemical, fluorescence, plate reader and imaging, single point; purified PvdQ acylase; inhibition, % at 10 µM; PvdQ acylase [Pseudomonas aeruginosa LESB58]; actives 0.063% (n = 340,000); AID 488965, 2010; in the data active = inhibition above about 30%, passing the limit was not always enough;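 also: 0% = vehicle neutral wells and 100% = reference inhibitor wells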
# * marks the source's active call; other numbers are inactive results; · = not tested or not shown. Outcome played no part in choosing rows; overall some 2.1% were active at least once.
SMILES,Cardiac RTF inh,LANA DNA inh,NSD2 inh,DAGLB inh,Arr AP2 block,Keap1 Nrf2 FP,SR-BI HDL uptake,PKA-R2B act,SR-BI DiI-HDL act,PvdQ acylase
C/C(CC(=O)Nc1cc(C)ccn1)=N\NC(=O)c1ccccc1C,-1.5,-9.0,-0.1,2.8,19.7,-0.4,-15.3,1.1,15.3,-8.3
Cc1cccc(C(=O)OCC(=O)c2c(C)[nH]c3ccccc23)c1O,-6.5,3.6,2.5,-9.5,-0.9,-0.6,8.2,1.0,-8.2,-10.3
COc1ccccc1CC(=O)NNS(=O)(=O)c1ccccc1[N+](=O)[O-],-3.2,-0.2,-2.7,0.3,20.2,3.0,-10.8,5.5,10.8,15.2
COc1ccc(C(C(=O)NCC2CCCO2)N(C(=O)c2snc(C(N)=O)c2N)c2ccc(C)cc2)cc1OC (stereo not drawn),-2.5,-0.3,-9.3,-0.2,1.6,-3.9,-11.1,-4.5,11.1,-9.0
N#CCCc1cccc(CCC#N)c1,-4.2,1.2,·,-1.9,21.0,-5.5,16.0,-0.9,-16.0,7.7
CCCCn1c(N)c(N(CC(C)C)C(=O)CN2C(=O)C3CCCCC3C2=O)c(=O)[nH]c1=O (stereo not drawn),-8.8,2.1,1.9,2.5,35.1,-1.4,-22.5,10.3,22.5,-6.4
Cc1ccc(NC(=O)N2CCN(C(=O)c3ccco3)CC2)cc1Cl,0.5,-1.7,-3.2,1.3,1.1,1.0,-1.0,-7.8,1.0,-10.8
O=C(COC(=O)CCc1ccccc1)NC(c1ccccc1)c1ccccc1,-18.9,-0.5,-3.5,-4.0,8.6,-2.3,-11.9,-1.9,11.9,6.2
O=C(NC(=S)Nc1ccccc1[N+](=O)[O-])c1cncc(Br)c1,-3.5,0.7,3.8,-0.8,5.3,-2.5,·,-1.7,·,-6.1
Cc1cc(SCC(=O)OCC(=O)N(C)C2CCS(=O)(=O)C2)c(C)cc1Br (stereo not drawn),1.4,0.7,-2.1,-5.0,5.9,1.5,-7.8,1.6,7.8,-19.2
Cc1nc2cc(NC(=O)NCc3ccco3)ccc2n1C,-4.2,1.0,-1.0,-3.0,-32.6,-4.9,-7.4,-8.8,7.4,-8.5
CCC(=O)Nc1c(C)n[nH]c1C,-18.1,-2.7,-2.1,0.6,21.6,-1.0,-23.9,-3.2,23.9,5.2
COc1cccc(NC(=O)C(=O)NCC(c2ccco2)N2CCc3ccccc3C2)c1 (stereo not drawn),-9.3,1.9,-0.7,-1.6,-8.6,6.9,27.2,1.3,-27.2,-15.5
O=C(Nc1ccc(Cl)cc1)C1C2C=CC3(O2)C1C(=O)N(CCCN1CCCCC1)C3C(=O)NC1CCCCC1 (stereo not drawn),0.8,0.1,2.5,1.4,-2.3,-1.2,·,-3.8,·,-17.4
COc1ccccc1-n1cc(C(=O)c2cc(Cl)ccc2O)cc(C#N)c1=O,-7.5,-1.4,6.1,-3.1,31.0,-2.9,9.8,-6.0,-9.8,-1.9
C/C(CC(=O)NC(C)c1ccccc1)=N\NC(N)=S (stereo not drawn),1.2,-2.4,28.7,1.6,9.2,-6.8,86.3*,1.3,-86.3,-15.8
Cn1ccc(C(=O)Nc2sc3c(c2C(N)=O)CCCCC3)n1,5.4,0.1,-3.1,1.0,0.0,-2.0,7.4,2.6,-7.5,-17.6
CCCC12CN3CC(CCC)(CN(C1)C3c1ccco1)C2=O (stereo not drawn),-10.2,4.4,-6.5,-2.2,-19.2,-1.5,7.7,-4.6,-7.7,-7.7
CCOc1ccc2oc(C(=O)OCC(=O)NC3CCCC3)c(C)c2c1,-0.3,1.5,1.5,-4.4,-3.9,0.5,20.6,8.5,-20.6,-3.4
O=C(c1ccccc1)n1c(=O)cc[nH]c1=O,-4.9,1.4,·,-2.9,9.7,-3.8,18.3,-16.8,-18.3,4.1

# The last three entries of the part above are carried over, then new ones follow.
SMILES,Cardiac RTF inh,LANA DNA inh,NSD2 inh,DAGLB inh,Arr AP2 block,Keap1 Nrf2 FP,SR-BI HDL uptake,PKA-R2B act,SR-BI DiI-HDL act,PvdQ acylase
CCCC12CN3CC(CCC)(CN(C1)C3c1ccco1)C2=O (stereo not drawn),-10.2,4.4,-6.5,-2.2,-19.2,-1.5,7.7,-4.6,-7.7,-7.7
CCOc1ccc2oc(C(=O)OCC(=O)NC3CCCC3)c(C)c2c1,-0.3,1.5,1.5,-4.4,-3.9,0.5,20.6,8.5,-20.6,-3.4
O=C(c1ccccc1)n1c(=O)cc[nH]c1=O,-4.9,1.4,·,-2.9,9.7,-3.8,18.3,-16.8,-18.3,4.1
CCCCN(CC)CCNC(=O)c1cn(CCOC)c(=O)c2c1c1ccccc1n2C,0.2,4.1,22.9,-2.3,-11.2,-2.1,36.2,-9.4,-36.3,-12.2
Cc1cc(C)cc(N2CCN(C(=O)N3CCOCC3)CC2)c1,-3.6,-0.2,-3.8,-3.4,-7.0,-0.4,-5.1,-8.3,5.1,-9.3
Cc1ccc(S(=O)(=O)N(C)C)cc1NC(=O)CSc1nnc(C2CC2)n1C1CC1,-2.3,-1.3,0.4,0.5,15.6,-0.4,-20.7,9.4,20.7,1.5
Cn1c(=O)oc2cc(S(=O)(=O)N3CCC(C(=O)NCc4ccccc4)CC3)ccc21,-5.1,-0.7,·,0.6,3.9,-3.8,7.2,7.6,-7.2,1.5
COc1ccc(CNC(=O)[C@H](C)N2C(=O)N3CCc4c([nH]c5ccccc45)[C@@]3(C)C2=O)cc1OC,-6.6,-1.8,·,0.9,5.6,0.7,59.9,-17.3,-59.9,7.9
CCc1ccc(C(=O)Nc2ccc(C)c(NS(C)(=O)=O)c2)cc1,·,-0.3,-0.3,·,-18.0,-1.4,5.5,·,-5.5,-7.5
COc1ccc(OC)c2[nH]c(=O)c(CCNC(=O)c3ccc(S(=O)(=O)N(C)C)cc3)cc12,-2.0,-2.4,-2.2,-1.8,20.2,-2.5,10.2,3.9,-10.2,-4.1
CC1(C)NC(=O)N(CC(=O)OCC(=O)c2ccc(F)cc2)C1=O,-7.6,0.5,-1.1,-2.1,3.1,-2.0,-152.2,8.9,152.2*,-9.8
COc1ccc(Cc2nnc3c4cnn(C)c4ncn23)cc1,-8.4,0.8,-3.3,0.5,12.3,-3.1,-14.0,-5.6,14.0,-13.5
COC(=O)C/C=N/N=C1/NC(=O)/C(=C/C(=O)O)S1,-14.5,0.0,·,1.6,2.5,-2.4,·,2.8,·,-24.0
COc1ccc(CC(=O)Nc2nc(-c3cccnc3)cs2)cc1,-15.3,0.1,-0.4,1.3,-1.3,0.0,15.0,-2.8,-15.0,3.9
CCCc1cc(-c2n[nH]c(=S)n2CC)c2ccccc2n1,-15.9,-0.1,·,1.9,-5.5,-1.3,1.0,-7.8,-1.0,-1.7
O=C(O)CSc1ccc(Oc2ccc(SCC(=O)O)cc2)cc1,2.3,1.3,-1.9,0.0,-1.3,-2.8,-12.7,-1.4,12.7,-5.2
O=C(NC(NCCCN1CCOCC1)(C(F)(F)F)C(F)(F)F)C1CCCCC1,-15.2,2.0,6.1,-4.0,4.7,0.8,-11.7,6.7,11.7,-8.9
Cc1ccc(S(=O)(=O)Cn2nnnc2CN2CCCC3(CCCCC3)C2)cc1,2.7,-2.0,·,-19.0,3.4,-4.0,15.7,-4.8,-15.7,1.4
Cc1ccc(-c2n[nH]c(=S)n2/N=C/c2ccncc2)cc1,-5.2,2.5,0.5,3.3,-20.7,3.1,-11.9,-3.2,11.9,2.3
COc1cccc(CNc2nn[nH]n2)c1OC,-6.9,0.1,1.8,-1.6,0.3,-2.1,-43.9,6.2,43.9,-9.0
O=C(NCCCn1ccnc1)c1ccc(OCC(F)(F)F)cc1,-11.6,-2.2,-0.4,1.6,4.9,-4.3,-5.2,16.8,5.2,-18.4
Cc1ccc(C)c(NC(=O)C[n+]2ccccc2)c1,0.2,0.4,-1.7,-0.2,10.0,-0.7,-26.4,4.4,26.4,6.2
CCc1nc(SCC(=O)Nc2ccc3c(c2)OCCO3)c2oc3ccccc3c2n1,-0.1,-0.9,0.5,-4.4,2.7,4.5,9.7,5.8,-9.7,-13.6
COc1cc(C(=O)Nc2nc(-c3cc(C)ccc3C)c(C)s2)ccc1OCC(=O)Nc1ccc(F)cc1,2.8,0.4,-0.8,-3.1,0.1,-4.4,23.1,-23.3,-23.0,-1.4
CCCCNc1nc(-c2ccccc2)c(C(=O)OCC)cc1C#N,-8.4,-1.0,-11.1,-8.6,31.4,-2.8,27.7,-10.4,-27.7,-9.7
CCCCCCCCn1c(N2CCN(c3cccc(Cl)c3)CC2)nc2c1c(=O)[nH]c(=O)n2C,-1.8,0.0,-0.8,-3.0,-2.1,-2.2,-11.1,-5.5,11.1,-10.6
Cc1ccc(S(=O)(=O)N(C)c2ccc(OCC(=O)OCc3nnc(-c4ccccc4)o3)cc2)cc1,-3.1,0.9,-2.9,-0.8,0.1,-2.9,-13.0,0.8,13.0,8.8
CN(CC(=O)Nc1cccc(S(=O)(=O)N2CCCCC2)c1)Cc1ccc(F)cc1,-12.0,-0.6,0.1,-6.3,10.4,-3.3,17.5,13.5,-17.5,-11.1
Cc1c(NS(=O)(=O)c2ccc3[nH]c(=O)[nH]c3c2)c(=O)n(-c2ccccc2)n1C,-6.0,-0.8,6.7,-1.1,1.4,-1.7,0.9,-12.4,-0.9,-7.6
COc1cccc(CNS(=O)(=O)c2cc3c(cc2C)n(C)c(=O)c(=O)n3C)c1,-0.1,1.8,·,-2.2,-2.4,1.5,-15.8,1.2,15.8,11.5
Cc1ccc(C(=O)n2nc(-n3cccc3)c3c(C)cc(C)nc32)cc1,0.5,-1.7,0.4,-1.3,-20.9,1.2,-22.0,-7.8,22.0,-12.8
COC(=O)CSc1nc(N)c(C#N)c(-c2ccco2)c1C#N,-9.8,-1.1,-4.9,-2.8,4.0,-1.3,22.0,-3.2,-22.0,-7.4
